# HT1080 IDH1KD tx: kills HT-1080 cells with IDH1 knockdown; HT-1080 IDH1 knockdown viability, ATP luminescence, 48 h; Potency, µM (top dose mostly 46.1 µM), without a hit: at the highest dose activity, negative = toxicity, usual class: cytotoxic; 360,000 compounds, 2% hits; AID 686971;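 also: potency is read from the fitted curve at half-maximal effect; 0% = DMSO wells and -100% = cell-free medium wells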
#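 After a 2 h attachment period, IDH1KD HT-1080 cells took pin-transferred compound for 48 h at 37 °C; ATP-based luminescence after 10 min room-temperature reagent incubation reported viability.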
# D3 antag: D3 dopamine receptor (human) antagonism | AID 652054 | 360,000 compounds, 2.5% hits | P35462 | D3R cells, DiscoveRx beta-arrestin luminescence, antagonist mode; hits give low values | max response, negative = inhibition, %; in the data active = max response below about -50%; inconclusive = no clear call, values can overlap the other calls; also: % is scaled to controls: 0 for no effect and ±100 for the full control effect; mostly tested at two doses, the higher about 12 µM
# Target sequence (P35462 whole entry, looked up): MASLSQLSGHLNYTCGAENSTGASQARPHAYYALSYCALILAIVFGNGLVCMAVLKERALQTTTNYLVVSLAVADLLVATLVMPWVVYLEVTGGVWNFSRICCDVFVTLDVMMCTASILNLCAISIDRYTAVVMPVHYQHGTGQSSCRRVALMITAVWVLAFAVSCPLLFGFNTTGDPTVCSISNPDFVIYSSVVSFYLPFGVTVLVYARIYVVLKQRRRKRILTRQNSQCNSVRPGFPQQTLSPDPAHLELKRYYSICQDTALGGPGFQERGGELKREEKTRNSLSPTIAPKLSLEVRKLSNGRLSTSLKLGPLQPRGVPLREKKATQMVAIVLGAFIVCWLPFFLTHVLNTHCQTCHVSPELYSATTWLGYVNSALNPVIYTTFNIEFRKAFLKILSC
#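 Cells expressing the human receptor were seeded at 1500 cells/well, incubated overnight at 37 degrees C in 5% CO2, then exposed to library compounds with dopamine controls for 90 minutes at 37 degrees C before luminescent detection.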
# GLP-1R agonist: agonists of human GLP-1 receptor; HEK293 GLP-1R CRE-luciferase, luminescence, 4-6 h; cells express a hypersensitive GLP-1R form; Potency, µM (titrated, usually from 45.6 µM), for inactives: at the top dose activation, actives largely listed as activators; P43220; 380,000 compounds, 0.007% hits; also: potency is read from the fitted curve at half-maximal effect; % of control where 0% means no effect
# Target sequence (P43220 whole entry, looked up): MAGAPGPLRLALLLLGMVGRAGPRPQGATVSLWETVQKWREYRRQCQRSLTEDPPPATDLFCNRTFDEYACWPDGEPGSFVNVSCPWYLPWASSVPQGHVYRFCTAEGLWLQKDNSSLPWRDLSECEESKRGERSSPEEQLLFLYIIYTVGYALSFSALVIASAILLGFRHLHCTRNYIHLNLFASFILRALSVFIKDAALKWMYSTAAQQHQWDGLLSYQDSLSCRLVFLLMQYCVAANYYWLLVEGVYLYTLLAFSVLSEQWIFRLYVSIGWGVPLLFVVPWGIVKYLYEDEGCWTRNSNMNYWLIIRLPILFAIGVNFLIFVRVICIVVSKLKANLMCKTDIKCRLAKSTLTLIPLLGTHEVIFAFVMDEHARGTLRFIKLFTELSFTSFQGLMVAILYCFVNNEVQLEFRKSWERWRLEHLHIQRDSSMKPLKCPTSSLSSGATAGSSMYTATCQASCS
# DRD3 agonist: agonists of human D3 dopamine receptor | P35462 | D3R DiscoveRx beta-arrestin cells, luminescence, 90 min | max activation, % | 410,000 compounds, 0.58% hits | AID 652048; in the data active = max activation above about 30%; also: 0% is about no effect; mostly tested at two doses, the higher about 12 µM
#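 Agonist mode: compounds and dopamine controls were applied to plated cells for 90 min at 37 degrees C after an overnight attachment at 1500 cells/well. Luminescent read-out followed 30 - 60 minutes at room temperature with DiscoveRx detection reagent.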
# KB-V1 cytotox: kills drug-selected multidrug resistant KB-V1 cells | 400,000 compounds, 3.4% hits | Potency, µM (highest dose often 46.1 µM), inactives show at the top dose activity change, negative = cytotoxicity, hits mostly cytotoxic | KB-V1 MDR cells viability, CellTiter-Glo, 72 h; also: potency is read from the fitted curve at half-maximal effect; % is scaled to controls: 0 for no effect and ±100 for the full control effect; nearly all actives have a fitted effect of over 60% in size
#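 Compound-treated KB-V1 multidrug-resistant cells, 72 h, 37 degrees C; viability by CellTiter-Glo. Fitted qHTS curves give the values.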
# IL-1B inflam inh: inflammasome signaling inhibition, IL-1 beta readout; activity change, % at 57.5 µM; AID 743279; 360,000 compounds, 4.7% hits; THP-1 LPS/ATP IL-1B secretion, AlphaLISA, 16 h; hits give low values; in the data active = activity change below about -50%; inconclusive = mostly about -30% to -49%; also: % is scaled to controls: 0 for no effect and ±100 for the full control effect
#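 THP-1 cells pretreated 1 hr with compounds (up to 57.5 uM final), then stimulated with LPS (250 ng/mL final) plus ATP (1.25 mM final); secreted IL-1B measured by AlphaLISA after 16 hr, decreased signal indicating inhibition.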
# HT1080NT lethal: kills 2HG-producing HT-1080-NT fibrosarcoma cells | HT-1080-NT fibrosarcoma viability, CellTiter-Glo ATP luminescence, 48 h | Potency, µM (top dose mostly 46.1 µM), without a hit: at the highest dose activity, negative = less viability, most hits filed as cytotoxic | 360,000 compounds, 1.6% hits | AID 686970;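 also: NT is the 2HG producing partner of a matched IDH1 knockdown line; potency is read from the fitted curve at half-maximal effect; 0% = DMSO-treated cells and -100% = media-only wells without cells; nearly all actives have a fitted effect of over 55% in size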
#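 HT-1080-NT; 750 cells/well; 5% FBS RPMI; 48 h compound, 37 degrees C; CellTiter-Glo luminescence; curve fitting and curve-class assignment.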
# SW480 rerep: induces DNA re-replication in SW480 colon adenocarcinoma cells; SW480 DNA re-replication, Hoechst DNA content imaging, 48 h; Potency, µM (series often up to 46.1 µM), inactives show top-dose re-replication activation, actives largely listed as activators; 340,000 compounds, 1.8% hits; also: potency is read from the fitted curve at half-maximal effect; % of control where 0% means no effect; nearly all actives have a fitted effect of over 55% in size
#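 Cells (250 per well) received 23 nL compound or DMSO by pin tool and were kept 48 hr at 37 C, 5% CO2. Nuclei were then stained with Hoechst for 40 min and scanned for DNA content.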
# KB-3-1 cytotox: kills parental KB-3-1 adenocarcinoma cells. 400,000 compounds, 1.4% hits. KB-3-1 viability, CellTiter-Glo ATP luminescence, 72 h. Potency, µM (series often up to 46.1 µM), without a hit: top-dose activity change, negative = cytotoxic, most hits filed as cytotoxic; also: potency is read from the fitted curve at half-maximal effect; % is scaled to controls: 0 for no effect and ±100 for the full control effect; nearly all actives have a fitted effect of over 60% in size
#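 Cells are dispensed, compounds pinned in, plates held at 37 °C for 72 h, then CellTiter-Glo is added and luminescence read after 10 minutes. Cell line: parental KB-3-1 in phenol-red-free DMEM, 10% FBS.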
# * = called active by the depositor; ? = inconclusive; / = not tested or not shown; [ ] = another dose, or the depositor's remark. Unless noted, calls follow the shape of the dose curve; as a rule, active = well fitted curve in the direction sought with a large enough effect; inconclusive = small, poorly fitted or top-dose-only effect, or another doubt; inactive = no such curve, though single readings can be large; an effect the other way counts as inactive or inconclusive.
SMILES,HT1080 IDH1KD tx,D3 antag,GLP-1R agonist,DRD3 agonist,KB-V1 cytotox,IL-1B inflam inh,HT1080NT lethal,SW480 rerep,KB-3-1 cytotox
NS(=O)(=O)c1cccc(NC(=O)CC23CC4CC(C2)CC(CC(=O)Nc2cccc(S(N)(=O)=O)c2)(C4)C3)c1,0%,-1,-6%,2,0%,1,-1%,-2%,?
CCOC(=O)C(C(C)=O)c1c(Br)c(O)c(O)c2c(C(=O)c3ccc(C)cc3)coc12 (centres undefined),8.9µM*,-22,1%,4,21µM*,-27,8.9µM*,?,2%
C[C@H](CO)N1C[C@H](C)[C@@H](CN(C)S(=O)(=O)c2ccccc2F)Oc2ncc(C#Cc3cccnc3)cc2C1=O,-5%,-10,1%,-4,?,-6,-9%,/,11%
C=CC[n+]1c(-c2ccc(C)cc2)csc1Nc1ccc(NC(C)=O)cc1,?,8,24%,2,?,-21,-17%,-119%[inhibitor],?
Cc1cccc(CN2CCN(Cc3ccco3)CC2)c1,-1%,0,-2%,-5,0%,25,3%,-10%,0%
O=C1SC(c2ccccc2)=N/C1=C/c1ccco1,1%,5,-10%,0,-3%,-11,-1%,-9%,0%
O=C(N/N=C/c1cccc(Oc2ccccc2)c1)c1ccccc1Br,-3%,14,11%,-3,?,29,?,29%,-3%
CCCSc1nnc2[nH]c(=O)cc(N)n12,15%,8,-14%,2,?,0,9%,1%,-5%
COc1ccc(CNC(=O)CCc2c(C)nc3cc(-c4ccccc4OC)nn3c2C)cc1,0%,4,12%,3,?,-3,0%,-19%,?
CCOC(=O)c1c(-c2ccc(C)o2)csc1NC(=O)CN1CCN(CC)CC1,?,-106*,14%,2,-2%,-18,?,-6%,-7%
CC(C)(C)n1nnnc1C(c1cccs1)N1CCN(C/C=C/c2ccccc2)CC1 (centres undefined),-9%,-122*,-3%,-12,?,-10,-3%,/,?
Cc1[nH]c2ccccc2c1C(=O)/C=C\c1ccccc1Cl,?,-13,-5%,0,?,-101*,?,?,?
O=C(Cc1ccccc1)N1CCN(S(=O)(=O)c2cccc([N+](=O)[O-])c2)CC1,7%,21,-3%,6,-13%,36,7%,18%,6%
CNC(=O)c1ccsc1NC(=O)CS(=O)(=O)c1ccc(Cl)cc1,0%,0,-1%,0,9%,31,3%,?,-2%
CCc1nnc(NC(=O)CSc2ccc(-c3ccc(C)cc3)nn2)s1,17%,6,-27%,0,-29%,40,8%,-10%,27%
O=C(CSc1nccn1-c1ccc(F)cc1)Nc1ccc2c(c1)OCO2,-3%,-29,0%,-19,0%,-11,1%,-2%,-12%
COc1ccc(NC2=Nc3cccc4cccc2c34)cc1,-10%,-25,15%,-15,?,-8,-1%,2%,-7%
CCC/C=C/c1ccc(CN2C(CC(C)C)C(=O)N(Cc3cn(CCC4OCCO4)nn3)CCS2(=O)=O)cc1 (centres undefined),?,18,-3%,4,-10%,?,?,/,?
N=c1n(CCN2CCCCC2)c2ccccc2n1CC(=O)c1cccs1,?,-63*,2%,-38,-4%,-76*,?,8.2µM*,?
Cc1cc(Br)c(NC(=O)COC(=O)CC2CC3CCC2C3)c(Br)c1 (centres undefined),12%,-13,26%,-9,?,1,10%,-6%,-1%
O=C(OCCN1C(=O)c2cccc3c(N4CCOCC4)ccc(c23)C1=O)c1ccc(Cl)cc1Cl,2.3µM*,9,-9%,3,?,9,1.8µM*,5.8µM*,?
CC(C)c1nc2oc3c(=O)[nH]cnc3c2c2c1COC(C)(C)C2,-1%,12,3%,0,-14%,4,5%,2%,34%
CN(C)CCCNCC(=O)NN(c1ccccc1)c1ccccc1,8%,-1,0%,-4,7%,-27,2%,-9%,-9%
Cc1ccccc1NS(=O)(=O)c1ccc(-c2ccc(=O)[nH]n2)o1,-6%,-9,-3%,-4,24%,10,0%,0%,7%
Cc1cc(Cl)ccc1OCCCC(=O)OCC(N)=O,6%,-8,0%,2,-18%,-7,-9%,-4%,2%
CN(C)c1cccc(C(=O)N(Cc2ccccc2)Cc2ccccc2)c1,-7%,-6,13%,-2,-10%,-24,-6%,-68%[inhibitor],-8%
COc1ccc(CC(=O)NC(C)c2nnc(SCC(=O)c3ccc(Br)cc3)n2C)cc1 (centres undefined),?,-56*,-8%,10,?,0,?,0%,-1%
CCOC(=O)C1CCCN(Cc2ccc(OCc3ccccc3)cc2)C1 (centres undefined),2%,-61*,19%,-15,-2%,3,-9%,0%,-1%
Cc1cccc(OCC(=O)Nc2ccc(CN3CCOCC3)cc2)c1C,2%,18,-32%,7,/,-3,1%,-4%,/
CC(C)N(C)c1ncnc2c1ncn2[C@H]1CN(Cc2cccs2)C[C@@H](CO)O1,15%,6,?,2,-13%,10,-1%,/,0%
CCOC(=O)c1ccc(NC(=O)CSc2nnc(CNC(=O)c3ccccc3F)o2)cc1,4%,-21,0%,1,-15%,-11,-2%,-3%,-1%
O=C1C=Cc2cccc3ccc(O)c1c23,?,?,5%,-16,?,?,?,?,?
CC(=O)OCc1cc2cccc(C)c2[nH]c1=O,5%,3,-2%,-2,0%,13,3%,11%,1%
COc1ccc(C(NC(=O)C2C3C=CC(C3)C2C(=O)O)c2ccccc2)cc1 (centres undefined),-1%,-3,0%,-3,3%,-6,-10%,?,2%
O=C(/C=C/c1ccc([N+](=O)[O-])cc1)NCCN1C(=O)S/C(=C\c2ccc(F)cc2)C1=O,16%,-7,-2%,2,3%,9,0%,0%,7%
COc1ccc(-c2cc(-c3nnc(-c4ccncc4)o3)c3ccccc3n2)cc1,11%,-8,2%,3,?,-6,13%,0%,-1%
C#CCCCCCCC#CCN(C)C,6%,-58*,3%,-15,-9%,3,17%,0%,8%
Cc1ccc(NS(=O)(=O)c2ccc(C(=O)N3CCOCC3)cc2)cc1,-10%,5,10%,-19,-6%,20,-5%,-1%,-12%
O=S1(=O)CC(NCc2ccccc2)C(Nc2ccc(Cl)cc2)C1 (centres undefined),-11%,0,7%,-2,-8%,3,-1%,-1%[9.22 µM],1%
O=C(Cn1nnc(-c2ccc(Cl)cc2)n1)NCc1ccco1,0%,18,4%,1,29%,2,14%,4%,-1%

# Shown with each value named: 2 of the compounds above
CC(C)c1nc2oc3c(=O)[nH]cnc3c2c2c1COC(C)(C)C2
  HT1080 IDH1KD tx: -1% | D3 antag: 12 | GLP-1R agonist: 3% | DRD3 agonist: 0 | KB-V1 cytotox: -14% | IL-1B inflam inh: 4 | HT1080NT lethal: 5% | SW480 rerep: 2% | KB-3-1 cytotox: 34%
O=C(OCCN1C(=O)c2cccc3c(N4CCOCC4)ccc(c23)C1=O)c1ccc(Cl)cc1Cl
  HT1080 IDH1KD tx: 2.3µM* | D3 antag: 9 | GLP-1R agonist: -9% | DRD3 agonist: 3 | KB-V1 cytotox: ? | IL-1B inflam inh: 9 | HT1080NT lethal: 1.8µM* | SW480 rerep: 5.8µM* | KB-3-1 cytotox: ?

# Later entries
SMILES,HT1080 IDH1KD tx,D3 antag,GLP-1R agonist,DRD3 agonist,KB-V1 cytotox,IL-1B inflam inh,HT1080NT lethal,SW480 rerep,KB-3-1 cytotox
CCN(CC)S(=O)(=O)c1ccc(NC2c3ncccc3C(=O)N2Cc2ccccc2)cc1 (centres undefined),-12%,-17,-10%,20,?,-25,0%[9.24 µM],0%,-2%
O=C(CC1C(=O)NCCN1Cc1ccc(-c2ccccc2)cc1)NCC1CC1 (centres undefined),-8%,3,5%,9,?,-54*,-4%,?,-1%
COc1ccc(C(=O)NCC(=O)OCC(=O)c2c(C)[nH]c3ccccc23)cc1OC,-3%,13,7%,-29,?,-16,0%,-7%,0%
CC(C(=O)N1CCCCC1)N1CCN(S(=O)(=O)c2ccc(Cl)cc2)CC1 (centres undefined),-3%,-8,-5%,-6,-22%,-6,-3%,-10%,3%
COc1ccc(-c2nc3oc4cc(OC)ccc4c(=O)c3c(=O)n2Cc2ccco2)cc1,-3%,14,3%,-2,-24%,-24,0%,-9%,?
Cc1c(Br)c([N+](=O)[O-])nn1CCCC(=O)Nc1sc2c(c1C#N)CCC2,-7%,?,7%,-31,-5%,-11,-15%,-3%,1%
CC(c1nccs1)N(C)C(=O)CCc1nnc(-c2ccc(-c3ccccc3)cc2)o1 (centres undefined),-1%,3,-3%,6,-8%,?,-24%,-1%,0%
Cc1cc(C)nc(NS(=O)(=O)c2ccc(NC(=O)c3ccccc3C)cc2)n1,0%,16,4%,2,11%,9,2%,5%,0%
CC1(C)CC(c2nc(-c3ccccc3)cs2)CCS1 (centres undefined),0%,-10,11%,-9,-19%,12,-17%,11%,-12%
CC(=O)c1cc2c(cc1NC(=O)c1ccc(-n3nc(C)cc3C)cc1)OCO2,22%,0,-7%,4,-30%,?,2%,?,0%
O=[N+]([O-])c1ccc(Nc2ccc(F)cc2)cc1,0%,-26,14%,-6,2%,-29,3%,-8%,-2%
CCOC(=O)Cc1csc(NC(=O)Cc2ccc(C)cc2)n1,13%,1,1%,0,-9%,4,9%,-1%,-7%
O=C(Nc1ccc(Cl)cn1)C1CCCN(c2ncnc3c2nc2n3CCCCC2)C1 (centres undefined),12%,25,-3%,4,?,-10,19%,26µM*,-28%
O=S1(=O)CCN(CCc2ccccc2)CC1,9%,5,0%,6,17%,-4,8%,/,10%
C[C@H]1CN([C@@H](C)CO)C(=O)CCCn2cc(nn2)CO[C@@H]1CN(C)S(=O)(=O)c1cccc(C#N)c1,14%,14,2%,-3,-9%,12,1%,/,-4%
COCCn1c(SCC(=O)N2CC(C)OC(C)C2)nc2c([nH]c3ccccc32)c1=O (centres undefined),0%,5,0%,-3,-12%,36,2%,1%,23%
CC1SCC(=O)N(CC(=O)NC2CCCCC2)C1=O (centres undefined),23%,-16,0%,-7,-4%,-7,0%,1%,0%
OCCNCC(O)CN1c2ccccc2Sc2ccccc21 (centres undefined),-27%,?,6%,-29,1%,?,?,4%[9.22 µM],-10%
